# AID2073: disruptors of CaV2.2 binding to Mint1 – biochemical, HTRF (AID 2073) | HTRF protein-protein interaction, Mint1-CaV2.2; higher % means a stronger effect | inhibition, % at 20 µM, or IC50 in µM where a hit was titrated | 290,000 compounds, 0.19% hits; in the data active = inhibition mostly above about 51%, no sharp cut-off; inconclusive = no clear call, values can overlap the other calls; inactive = mostly below about 53%; note: some results filed as inactive read as strong as hits
# NTR1 agonist: agonists of NTR1, primary screen, imaging, U2OS cells, beta-arrestin-GFP, high content (AID 493036). 330,000 compounds, 0.17% hits. activation, % at 20 µM. NTR1-U2OS beta-arrestin-GFP spot imaging, agonist mode. P30989;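 active = activation at or above 40% of the spot to cytoplasm intensity ratio, with at least 20 cells analyzed; inconclusive = wells under 20 cells, flagged as cytotoxic or low count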;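 note: 0% = DMSO without peptide and 100% = 100 nM NTR1 peptide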
# Target sequence (P30989 whole entry, looked up): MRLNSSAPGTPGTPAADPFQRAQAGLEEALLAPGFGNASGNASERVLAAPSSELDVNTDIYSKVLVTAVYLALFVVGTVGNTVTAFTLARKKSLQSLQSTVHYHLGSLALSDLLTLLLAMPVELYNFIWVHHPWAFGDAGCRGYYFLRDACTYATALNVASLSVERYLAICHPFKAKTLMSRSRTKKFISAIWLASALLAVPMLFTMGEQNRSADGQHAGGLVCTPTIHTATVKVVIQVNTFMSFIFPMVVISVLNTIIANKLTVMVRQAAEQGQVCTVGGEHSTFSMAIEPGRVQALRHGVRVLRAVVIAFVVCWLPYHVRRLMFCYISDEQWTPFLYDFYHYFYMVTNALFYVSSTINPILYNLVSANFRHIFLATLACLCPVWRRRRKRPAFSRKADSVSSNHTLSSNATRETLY
# GPR55 LPI antagonism: inhibition of LPI-stimulated GPR55 beta-arrestin translocation – imaging, U2OS, beta-arrestin-GFP, LPI agonist, primary screen (AID 2013) | U2OS GPR55 beta-arrestin-GFP translocation imaging, LPI antagonism; higher % means a stronger effect | inhibition, % at 10 µM; hits with a dose series show IC50 in µM | 290,000 compounds, 0.13% hits;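 active = spots per cell inhibited over 60%, with over 100 cells counted and total cytoplasm intensity under 500,000; inconclusive = wells with under 100 cells, flagged as likely toxic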;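 note: U2OS cells stably carrying GPR55 and arrestin-GFP stimulated by 5 µM LPI near EC80; imaged beta-arrestin-GFP aggregate spots per cell after agonist stimulation; plate controls were LPI-stimulated DMSO wells for no effect and DMSO wells without LPI for full effect; some results filed as inactive read as strong as hits; confirmed hits need IC50 under 10 µM and bright autofluorescent wells are also inconclusive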
# NS5 inhibitors: Dengue-2 NS5 methyltransferase inhibitors, primary screen, biochemical, confirmation dose response (AID 588689) | one-dose inhibition, % at 25 µM; IC50 in µM for titrated hits | 340,000 compounds, 0.3% hits | Dengue-2 NS5 methyltransferase capping enzyme assay, biochemical; higher % means a stronger effect; in the data active = a potency from the dose series; inconclusive = inhibition above about 29% without an active follow-up result
# Large T inhibition: TAg ATPase/helicase activity blockers – biochemical (AID 1903); one-dose inhibition, % at 20 µM; IC50 in µM for titrated hits; SV40 large T antigen ATPase/helicase inhibition assay; higher % means a stronger effect; 310,000 compounds, 0.39% hits; in the data active = a potency from the dose series; inconclusive = inhibition mostly from about 32% at the one dose, without a potency; inactive = the rest, 99 in 100 with inhibition below about 32%; note: strong numbers were not always called active
# GPR55 activation: selective activators of receptor GPR55 – imaging, U2OS cells, beta-arrestin-GFP redistribution, primary screen (AID 1961) | U2OS GPR55 beta-arrestin-GFP redistribution imaging; higher % means a stronger effect | activation, % at 10 µM, or EC50 in µM where a hit was titrated | 290,000 compounds, 0.048% hits;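 active = activation above 40% with more than 50 cells counted in the well; inconclusive = wells holding fewer than 50 cells, flagged as toxic or sparse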;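 note: U2OS osteosarcoma cells stably expressing GPR55 and beta-arrestin-GFP; plate controls were DMSO negative control for no effect and LPI positive control for full effect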
# Yfh1-off respiration: mitochondrial function rescue without frataxin homolog – Friedreich's ataxia, plus single-dose screen, dose response (AID 1465). S. cerevisiae Yfh1-off respiration, WST-1 reduction, 72 h; higher fold induction means a stronger effect. one-dose fold induction at 50 µM; EC50 in µM for titrated hits. 220,000 compounds, 0.074% hits;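 active = fold induction of absorbance versus untreated yeast above a set limit, then at least 30% activation at any dose in follow-up; inconclusive = repeats straddling the limit, or above it without dose testing; inactive = fold induction below the set limit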;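 note: activators that raise dye reduction in frataxin-depleted yeast; strong numbers were not always called active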
# Rac1 GTP hydrolysis: MgcRacGAP GTPase-activating activity inhibitors, confirmation, biochemical, ADP Hunter fluorescence; AID 624330; 340,000 compounds, 0.6% hits; one-dose inhibition, % at 30 µM; IC50 in µM for titrated hits; MgcRacGAP-stimulated Rac1 GTP hydrolysis, ADP Hunter fluorescence; higher % means a stronger effect; GST-tagged Rac1 F28L mutant substrate;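 active = first-screen hits whose inhibition reached a set limit at any dose in the follow-up dose series; inconclusive = inhibition above the set first-screen limit but never retested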;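 note: fluorescence reports GDP produced by GAP-driven GTP hydrolysis; strong numbers were not always called active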
# GPR35 antagonists: GPR35 antagonists blocking zaprinast-driven arrestin recruitment, primary screen, imaging, U2OS, beta-arrestin-GFP, zaprinast agonist (AID 2058) | U2OS GPR35 beta-arrestin-GFP translocation imaging, zaprinast antagonism; higher % means a stronger effect | inhibition, % at 10 µM, or IC50 in µM where a hit was titrated | 290,000 compounds, 0.052% hits;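 active = inhibition of at least 50% with at least 30 cells and total cytoplasm GFP at most 10,000,000; inconclusive = under 30 cells or total GFP of 10,000,000 plus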
# NTR1 agonist cell count 20 µM: recorded beside NTR1 agonist, whose call it bears; cell count; measured here: cell count, cytotoxicity flag
# Starred values were filed as active, the others as inactive; i = inactive; ? = inconclusive; / = not tested or not shown.
SMILES,AID2073,NTR1 agonist,NTR1 agonist cell count 20 µM,GPR55 LPI antagonism,NS5 inhibitors,Large T inhibition,GPR55 activation,Yfh1-off respiration,Rac1 GTP hydrolysis,GPR35 antagonists
COc1ccc(C(=O)N2CCc3cc(OC)c(OC)cc3C2c2cccc([N+](=O)[O-])c2)cc1OC (stereo unspecified),1%,0.9,44,-2%,-1%,5%,1.2%,i,-10%,-4%
C=C(C)C1CC=C(CN2CC(C)OC(C)C2)CC1 (stereo unspecified),0%,0.0,57,1%,4%,6%,-0.2%,i,?,18%
CC(C)Oc1ccc(CC2CC(=O)NC2=O)cc1 (stereo unspecified),1%,-1.5,90,17%,1%,1%,0.2%,i,8%,-1%
CCN1CN(Cc2ccco2)CNC1=S,0%,-0.9,60,-12%,3%,2%,-0.2%,i,-5%,-14%
Cc1ccc(OC(=O)c2ccc([N+](=O)[O-])cc2Cl)cn1,-3%,1.0,45,3%,-2%,12%,0.0%,/,10%,-1%
CCc1cc(=O)oc2c(C)c(OCC(=O)N3CCCc4ccccc43)ccc12,-5%,4.3,54,0%,-2%,6%,1.5%,i,8%,-22%
O=c1c2c(n3nnnc3n1Cc1ccccc1)-c1ccccc1CC21CCCC1,7%,1.3,82,40%,5%,11%,-0.2%,i,7%,56%
Cc1ccc(-n2nc(C(=O)NN)c(C)c(C#N)c2=O)cc1Cl,1%,0.8,75,6%,-10%,4%,-0.1%,/,1%,1%
O=C(NCCc1ccccc1)/C(=C\c1ccc([N+](=O)[O-])cc1)NC(=O)c1ccccc1,28%,-3.0,68,10%,-5%,1%,0.0%,/,5%,7%
O=C(COc1cccc(F)c1)Nc1ccc2[nH]c(=O)[nH]c2c1,-10%,-0.6,53,-4%,1%,11%,-0.1%,i,6%,13%
O=C(Nc1ccc(Cl)cc1)N(CCCN1CCOCC1)Cc1cccs1,0%,-0.7,58,4%,0%,1%,-0.2%,i,8%,9%
Nc1ccc(-c2nnn(CC(=O)N3CCCCC3)n2)cc1,10%,-0.3,50,8%,/,5%,0.7%,/,0%,-12%
COc1cc(NC2c3ccccc3C(=O)N2Cc2ccccc2Cl)cc(OC)c1 (stereo unspecified),-6%,3.9,49,-1%,4%,10%,0.2%,i,0%,-11%
Nc1cc(OC(=O)c2cccs2)nn1S(=O)(=O)c1ccc(F)cc1,-26%,1.5,50,14%,-4%,10%,0.5%,i,6%,-5%
O=C(Oc1ccc(Cl)c2cccnc12)N1CCOCC1,6%,-1.2,75,6%,-12%,7%,0.0%,i,10%,10%
CC1Sc2ccccc2N(CC(=O)N(C(C)C)C(C)C)C1=O (stereo unspecified),31%,-5.6,96,58%,2%,5%,-0.1%,i,1%,3%
Cc1nc2c(ncn2-c2ccccc2)c(=O)n1NC(=O)CN1CCOCC1,9%,0.3,39,11%,4%,8%,-0.2%,i,7%,1%
CCN(CC)CCCn1c(C)cc2c(c1=O)C(c1ccccc1)C(C#N)=C(N)O2 (stereo unspecified),10%,1.9,37,8%,0%,3%,-0.3%,i,8%,-5%
O=C(/C=C/c1ccccc1)NC(NC(=S)Nc1ccc(Cl)cc1Cl)C(Cl)(Cl)Cl (stereo unspecified),-1%,3.3,59,0%,4%,13%,-0.2%,i,6%,76%*
CCc1nc2ccccc2n(CCOCCn2c(=O)c(CC)nc3ccccc32)c1=O,16%,/,/,-9%,-3%,/,-0.2%,/,1%,1%
Cc1c(Cl)cnc(NC(=O)COC(=O)c2ccc(S(=O)(=O)NCc3ccco3)cc2)c1Cl,10%,-0.8,59,14%,11%,11%,-0.1%,i,8%,4%
CC(Oc1ccccc1)C(=O)N=C1SC2CS(=O)(=O)CC2N1Cc1ccc(F)cc1 (stereo unspecified),7%,0.6,69,3%,3%,14%,-0.1%,/,8%,9%
CC(C)(C)c1ccc(/C=C/C(=O)NCCCN2CCOCC2)cc1,-5%,0.9,59,14%,/,3%,0.6%,/,6%,-2%
CCn1c(CNC(=O)c2ccccc2F)nnc1SCCOc1ccccc1,-10%,-0.2,54,7%,-9%,6%,-0.3%,i,7%,-7%
CCOC(=O)c1[nH]c2ccccc2c1NC(=O)c1ccc(S(=O)(=O)N2CCOCC2)cc1,-2%,-2.0,45,-6%,0%,7%,0.2%,/,9%,11%
O=C(O)c1cc(-c2ccc(Br)s2)nc2ccccc12,26%,-1.4,41,-6%,7%,6%,-0.2%,/,9%,-2%
CC(Oc1ccc(Cl)cc1)C(=O)/C=C/N(C)C (stereo unspecified),18%,-2.6,87,-5%,2%,0%,0.0%,i,3%,5%
O=C(NCc1ccccc1Cl)c1cc2ccccc2oc1=O,5%,0.5,57,-3%,-5%,10%,0.2%,/,9%,3%
CCc1cc(-c2n[nH]c(C)c2-c2nc3ccccc3n2C)c(O)cc1O,15%,2.4,44,14%,/,25%,-0.1%,i,/,3%
O=C(NC1CCCC1)C(c1cccs1)N(Cc1ccco1)C(=O)c1csnn1 (stereo unspecified),44%,2.6,78,0%,3%,-6%,-0.2%,i,6%,-5%
Cc1cc(/C=C2\SC(=O)N(CC(=O)Nc3ccccc3F)C2=O)c(C)n1C,47%,1.1,63,-9%,-8%,5%,0.4%,i,2%,-5%
Cc1cccc(OCC(=O)Nc2ccc(C(=O)NCC(C)C)cc2)c1,0%,-1.0,64,4%,2%,2%,-0.1%,i,-1%,0%
O=C(Cc1cccc(C(F)(F)F)c1)NCc1ccc(Cl)cc1Cl,0%,3.7,36,-3%,1%,6%,-0.1%,i,6%,4%
C/C(=N\NC(=O)Cc1ccc(Cl)cc1)c1ccc(F)cc1,-6%,2.7,65,2%,/,5%,1.1%,/,8%,0%
N#Cc1cccc(NC(=O)CN2CCN(Cc3ccccc3)CC2)c1,2%,0.7,63,2%,-1%,9%,-0.1%,/,10%,0%
CC1(c2nnc(-c3cccc(Cl)c3)o2)CC(c2ccc(Br)cc2)=NO1 (stereo unspecified),/,6.5,53,/,-10%,-1%,/,i,5%,/
O=C(c1ccc(F)cc1)C1CCN(S(=O)(=O)c2ccccc2)CC1,-2%,0.8,56,-12%,4%,19%,-0.1%,i,7%,-6%
CC(=O)c1sc(NC(=O)C2CCN(c3ncnc4sc(C)c(C)c34)CC2)nc1-c1ccccc1,/,1.6,73,/,-1%,15%,/,/,5%,/
CCOc1ccccc1-c1noc(CCCC(=O)NC2CCCCC2)n1,14%,1.3,45,6%,-1%,11%,-0.1%,/,5%,5%
C=CCc1cc(/C=C2/NC(=O)N(CC)C2=O)cc(OCC)c1OCc1ccc(C(=O)O)cc1,17%,0.7,58,-5%,-2%,-74%,0.1%,i,11%,4%
COc1cccc(/C=N/NC(=O)CNC(=O)COc2cccc(C)c2)c1O,17%,38,54,4%,-9%,7%,-0.2%,i,9%,0%
CCCCn1c(=O)cc(N2CCOCC2)[nH]c1=O,2%,-0.3,90,15%,-3%,19%,1.3%,i,-2%,-10%
CCOc1ccccc1N1CCN(Cc2cn[nH]c2-c2ccc(F)cc2)CC1,10%,5.7,49,10%,-7%,4%,0.2%,i,5%,-1%
O=C(N/N=C/c1ccco1)c1cnccn1,1%,-0.7,60,3%,-3%,4%,0.0%,i,16%,8%
Cc1cc(C)c2nc(SC(C)C#N)cc(C)c2c1 (stereo unspecified),17%,6.2,47,-5%,-8%,2%,0.5%,i,12%,-3%
Cc1ccc(C(=O)NCCSc2c(C)[nH]c3ccccc23)cc1[N+](=O)[O-],-8%,0.2,96,5%,-3%,5%,-0.3%,i,1%,20%
O=C(COC(=O)CNS(=O)(=O)c1ccc(F)c(F)c1F)NC1CC1,/,-0.3,68,/,-2%,3%,/,/,6%,/
CC(=O)c1c(C)nc(-c2ccc(Cl)cc2)nc1N=CN(C)C,42%,0.5,65,-7%,-6%,2%,-0.4%,i,1%,13%
S=C(Nc1cccc(Cl)c1Cl)NC1CCN(Cc2ccccc2)CC1,-21%,0.7,70,-6%,-3%,12%,-0.1%,/,7%,1%
CCc1ccccc1NC(=O)C1C2C=CC(O2)C1C(=O)O (stereo unspecified),11%,-0.3,51,?,-6%,7%,-0.3%,/,2%,-8%
# Going on with the list.
SMILES,AID2073,NTR1 agonist,NTR1 agonist cell count 20 µM,GPR55 LPI antagonism,NS5 inhibitors,Large T inhibition,GPR55 activation,Yfh1-off respiration,Rac1 GTP hydrolysis,GPR35 antagonists
COC(=O)c1sccc1NC(=S)N1CCN(c2cc(C)ccc2C)CC1,-3%,1.8,70,-4%,-3%,20%,0.4%,i,2%,22%
Cc1ccc(-c2n[nH]c(=O)c3ccccc23)cc1S(=O)(=O)N(C)CCO,5%,1.2,65,0%,-5%,3%,0.0%,i,-1%,-13%
COC(=O)Cc1ccc(NC(=O)c2ccccc2Cl)cc1,19%,-1.7,68,-2%,-5%,12%,-0.1%,i,8%,-8%
CCOC(=O)C1=NN(c2ccccc2)C(=O)/C1=C\c1ccc(N(C)C)cc1,7%,34,60,-12%,6%,6%,-0.2%,i,15%,2%
COc1ccc(CNc2ccc(Cl)cc2)cc1Cn1ccnc1,18%,0.2,37,-9%,-7%,8%,-0.1%,/,/,0%
O=C(/C=C/c1ccccc1Cl)Nc1ccccc1,0%,0.4,62,2%,/,4%,-0.1%,i,/,6%
COc1cc2nc(CCc3ccccc3)oc(=O)c2cc1OC,-5%,-1.2,59,3%,6%,0%,1.3%,i,-5%,-2%
C=CCn1c(-c2sc3nc(C)cc(C)c3c2N)n[nH]c1=S,-15%,-1.0,46,-7%,/,22%,-0.1%,i,/,4%
O=C(NCc1ccccc1)Nc1cccn(Cc2ccccc2F)c1=O,-5%,2.8,80,-2%,0%,7%,-0.1%,i,6%,9%
CCOC(=O)N1CCN(C(=O)C2CCN(S(=O)(=O)N3CCCC3)CC2)CC1,-7%,-0.6,59,-15%,-7%,8%,0.0%,i,2%,10%
COc1cc(C2CC(=O)OC3=C2C(=O)CC(C)(C)C3)cc(OC)c1OC (stereo unspecified),8%,0.2,56,3%,2%,-1%,0.4%,i,6%,2%
CCN1CCc2c(sc(NC(=O)c3ccc(S(=O)(=O)N4CCCC4)cc3)c2C(=O)NC)C1,1%,-0.7,69,22%,-6%,22%,-0.1%,/,10%,8%
CCOC(=O)c1ccc(COC(=O)c2cc3ccccc3oc2=O)o1,-2%,2.0,56,-4%,-5%,8%,0.1%,i,8%,12%

# Screens deposited in PubChem by several laboratories.

# Compounds were not picked by outcome, and some 1.7% of all compounds hit somewhere here.
